Bioassay records (PubChem)
TRPC4 inh: blocks the mouse TRPC4 cation channel. HEK293 TRPC4beta/mu-opioid, DAMGO-evoked Fluo4 calcium flux; hits give low values. B-score at 10 µM. actives 0.39% (n = 300,000). Q9QUQ5;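 active = B-score over 3 SD under the library average, no early fluorescence shift, positive overall ratio signal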
Target sequence (Q9QUQ5 whole entry, looked up): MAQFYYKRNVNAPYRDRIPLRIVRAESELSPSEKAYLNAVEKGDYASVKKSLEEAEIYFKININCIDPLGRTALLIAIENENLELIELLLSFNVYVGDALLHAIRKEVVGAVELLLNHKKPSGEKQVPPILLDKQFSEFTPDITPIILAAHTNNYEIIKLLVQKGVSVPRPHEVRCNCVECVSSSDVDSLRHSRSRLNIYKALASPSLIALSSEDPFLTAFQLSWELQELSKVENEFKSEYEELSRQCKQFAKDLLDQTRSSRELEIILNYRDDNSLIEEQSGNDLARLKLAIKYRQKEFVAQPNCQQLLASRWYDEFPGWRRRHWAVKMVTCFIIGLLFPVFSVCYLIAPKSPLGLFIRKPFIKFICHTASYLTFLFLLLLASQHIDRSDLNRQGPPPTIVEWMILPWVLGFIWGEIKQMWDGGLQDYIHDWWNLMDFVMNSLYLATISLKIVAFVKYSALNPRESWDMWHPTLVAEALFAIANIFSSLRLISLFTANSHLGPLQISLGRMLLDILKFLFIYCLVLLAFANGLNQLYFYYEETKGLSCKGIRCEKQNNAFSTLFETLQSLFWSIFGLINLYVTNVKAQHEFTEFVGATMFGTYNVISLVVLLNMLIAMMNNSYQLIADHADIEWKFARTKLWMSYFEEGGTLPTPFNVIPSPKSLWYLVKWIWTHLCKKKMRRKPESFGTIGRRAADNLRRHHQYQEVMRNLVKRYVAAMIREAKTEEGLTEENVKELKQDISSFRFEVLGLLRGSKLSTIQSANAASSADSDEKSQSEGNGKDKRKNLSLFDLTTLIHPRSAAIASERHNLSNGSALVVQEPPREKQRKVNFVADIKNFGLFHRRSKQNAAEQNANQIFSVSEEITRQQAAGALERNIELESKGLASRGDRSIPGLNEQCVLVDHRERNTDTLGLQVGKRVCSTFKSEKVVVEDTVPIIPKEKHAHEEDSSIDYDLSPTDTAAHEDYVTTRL
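Assay system: HEK293 cells with stable TRPC4beta plus mu-opioid receptor expression. Dosing: single dose. Measured by: Fluo4 Ca2+ flux fluorescence. Also added: DAMGO in two steps, submaximal then maximal. Read-out: B score from integrated Fluo4 fluorescence ratio.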
MrgX1 allo act: human MrgX1 positive allosteric modulation, primary screen; Q96LB2; MrgX1-HEK293, Fluo-4 calcium flux, FDSS; hits give high values; B-score at 10 µM; actives 0.63% (n = 310,000);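 active = plate-corrected calcium response at least 3 library SD above typical, normal starting fluorescence, not activating the receptor alone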;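 note: compound read alongside a low EC10 to EC30 dose of BAM8-22 agonist; peak minus trough fluorescence over baseline measured at the second addition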
PolyA inh: yeast polyadenylation inhibition; S. cerevisiae SKY197-pL101 polyadenylation reporter, beta-gal luminescence; efflux-impaired pdr1/pdr3 knockout yeast; score 100 = 6 SD above DMSO; calls only at 12 µM; actives 0.02% (n = 300,000); AID 1875;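 active = lowest replicate activity score at least 50, where 100 means six control SD above control mean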;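 note: yeast exposed to compound for 9 h at 30 °C; higher score means more reporter readthrough which indicates perturbed polyadenylation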
AI-2 QS modul: modulates the Vibrio harveyi AI-2 quorum sensing system; Vibrio harveyi JMH597 AI-2 luminescence/OD600 ratio, 9 h; hits give low values; strain lacks LuxN and CqsS sensors; 0 = neutral-control median; activity change, % at 7.5 µM; actives 0.4% (n = 300,000); in the data active = activity change below about -75%, passing the limit was not always enough;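 note: luminescence divided by OD600 gain over 9 h not by final OD600 alone; inactives centre near 13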
MrgX1 agonist: activates human MrgX1 receptor signaling; Q96LB2; MrgX1-HEK293 cells, Fluo-4 calcium fluorescence, agonist mode; hits give high values; B-score at 10 µM; actives 0.44% (n = 310,000);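 active = calcium response B-score plate-corrected fluorescence ratio at least 3 library SD, with starting fluorescence B-score inside 5 SD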
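System: HEK293 cells stably expressing human MrgX1 receptor; Dosing: test compound in the initial addition of three; Schedule: overnight plating, then 30 min 37 °C plus 30 min room-temperature dye loading; Detection: kinetic calcium dye fluorescence, Fluo-4 NW; Controls: per-plate positive and negative controls for Z′ factor.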
TRPC6 activator: activators of mouse TRPC6 channel; Q61143; HEK293-TRPC6 membrane potential dye fluorescence; hits give high values; B-score at 10 µM; actives 0.13% (n = 310,000);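 active = B-score of the integrated fluorescence ratio above library mean plus 3 SD, and starting fluorescence ratio within library mean plus 5 SD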;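 note: higher score means more depolarization so channel activation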
HIF act: HIF pathway transcriptional activation; U2OS HRE-luciferase reporter, luminescence; normalized: DMSO 0%, desferrioxamine 100%; activation, % at 7.5 µM (by protocol); actives 0.32% (n = 300,000);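 active = mean activation of at least 10% of the iron chelator positive control signal, with at least half of replicates also reaching 10%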
TRPC4 PAM: TRPC4 (mouse) allosteric potentiation; actives 0.42% (n = 310,000); HEK293 TRPC4beta/mu-opioid, DAMGO EC20, Fluo-4 Ca2+ flux; hits give high values; AID 2227; B-score at 10 µM; Q9QUQ5;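 active = B-score of calcium response area above 5 SD of library B-scores, with initial fluorescence ratio within 5 SD of library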;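 note: B-score of integrated fluorescence ratio over time as area under calcium response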
TRPC6 inh: inhibitors of mouse TRPC6 channel | HEK293-TRPC6, membrane potential dye, ACh-evoked depolarization; hits give low values | B-score at 10 µM | actives 1.1% (n = 310,000) | AID 2553;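 active = B-score under library mean minus 3 SD, initial fluorescence not abnormally high, positive integrated signal ratio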;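 note: B-score derived from integrated fluorescence ratio over the kinetic read; more negative B-score means stronger inhibition of depolarization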
TRPC4 act: TRPC4 (mouse) channel activation; HEK293 TRPC4beta/mu-opioid, Fluo4 calcium fluorescence; hits give high values; Q9QUQ5; actives 0.49% (n = 310,000); B-score at 10 µM;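 active = B-score above 5 SD of library B-scores, and initial fluorescence ratio not above library mean plus 5 SD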;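 note: positive B-score marks a calcium rise read as TRPC4 activation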
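Material: HEK293 stable line with TRPC4beta plus mu-opioid receptor; technique: Fluo4 calcium-sensitive dye fluorescence, kinetic, 1 Hz baseline; timing: Fluo4 dye loading 45 min at room temperature, 110 s recording; controls: assay buffer as low control, maximal DAMGO as high control; read-out: integrated baseline-normalised fluorescence ratio, converted to per-well B score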
MrgX1 antag: human MrgX1 receptor antagonism, primary screen; Q96LB2; AID 588676; actives 1.3% (n = 310,000); B-score at 10 µM; MRGX1-HEK293 calcium flux, Fluo-4, BAM8-22 antagonism; hits give low values;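 active = calcium-response B-score plate-corrected more than 3 library SD below zero, starting fluorescence within 5 deviations, no agonist response on first addition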;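 note: peak minus trough fluorescence over baseline after final BAM8-22 challenge near maximal dose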
The depositor's hits bear a star; i = inactive; . = no result given. Not all compounds are listed; the hit share may differ from the screen's.

SMILES | TRPC4 inh | MrgX1 allo act | PolyA inh | AI-2 QS modul | MrgX1 agonist | TRPC6 activator | HIF act | TRPC4 PAM | TRPC6 inh | TRPC4 act | MrgX1 antag
Cc1cc(NS(=O)(=O)c2cn(C)nc2C)no1 | i | i | i | 4 | i | i | 0.3 | i | i | i | i
CCCCCC1CC(CC(=O)NC(=S)Nc2ccccc2Cl)C(=O)O1 (configuration not stated) | i | i | i | 23 | i | i | -0.3 | i | i | i | i
COc1ccc(-c2csc(NC(=S)NC(=O)c3ccc4ccccc4c3)n2)cc1OC | i | i | i | 1 | i | i | 0.9 | i | i | i | i
COc1ccc(-n2nc(C(=O)Nc3ccc4c(c3)OCO4)c3c4ccccc4n(C)c3c2=O)cc1 | i | i | i | -12 | i | i | -37 | i | i | i | i
COc1ccc(-c2cc3ccc(OCc4nn[nH]n4)cc3oc2=O)cc1 | i | i | i | 20 | i | i | -0.8 | i | i | i | i
c1ccc(-c2ccc(CN3CCSCC3)cc2)cc1 | i | i | i | 5 | i | i | -30 | i | i | i | i
N#Cc1cnn(CC2CCCCC2)c1N | i | i | i | 3 | i | i | 0.0 | i | i | i | i
CN1CCN(C(=O)C23CC4CC(CC(C4)C2)C3)CC1 | i | i | i | 16 | i | i | -0.3 | i | i | i | i
COc1ccc(C2(C#N)CCC(=O)N2c2ccccc2)cc1 (configuration not stated) | i | i | i | -5 | i | i | 0.1 | i | i | i | i
O=C(CSc1ncccn1)Nn1cnnc1 | i | i | i | 29 | i | i | -0.1 | i | i | i | i
COc1ccc(CCC(=O)N2CCCC(Nc3ccc(OC)cc3)C2)cc1 (configuration not stated) | i | i | i | 3 | i | i | -0.8 | i | i | i | i
C#CC[N+](C)(C)CCCCCCCCCC | i | i | i | 15 | i | i | 0.0 | i | i | i | i
CCc1ccc(NC(=S)N2CCC(NC(=O)C3CCCCC3)CC2)cc1 | i | i | i | 7 | i | i | -1.5 | i | i | i | i
O=[N+]([O-])c1ccc2oc(C3CCCCC3)nc2c1 | i | i | i | 21 | i | i | 5.2 | i | i | i | i
CCn1c(SCc2nc3ccccc3c(=O)[nH]2)nc2ccccc21 | i | i | i | 16 | i | i | -0.1 | i | i | i | i
Cc1ccccc1C(=O)Nc1nnc(-c2cccnc2)o1 | i | i | i | 0 | i | i | 0.1 | i | i | i | i
CC1CC2OC(=O)C3(C)CCCC(C)(C23)C1(O)CCc1ccoc1 (configuration not stated) | i | i | . | 6 | i | i | -0.5 | i | i | i | i
COCCn1c(SCC(=O)NC2CCCCC2C)nc2ccccc2c1=O (configuration not stated) | i | i | i | 16 | i | i | 0.2 | i | i | i | i
CC(C)CC1NC(=O)N(CC(=O)N2c3ccccc3NC(=O)C2(C)C)C1=O (configuration not stated) | i | i | i | 13 | i | i | -0.3 | i | i | i | i
C/C(=N\Nc1ccc([N+](=O)[O-])cc1)c1cccc(N)c1 | i | i | i | 6 | i | i | . | i | i | i | i
CCOc1ccc2ccc(OCC)c(/C=N/n3cnnc3)c2c1 | i | i | i | 16 | i | i | 1.5 | i | i | i | i
CCCc1ccc(OCc2ccc(C(=O)N/N=C/c3cccnc3)o2)cc1 | i | i | i | 14 | i | i | 2.3 | i | i | i | i
N#Cc1c(NC(=O)CSc2ncc(-c3ccccc3)n2CC2CCCO2)sc2c1CCCC2 (configuration not stated) | i | i | i | 16 | i | i | -1.1 | i | i | i | i
O=C(CN1CCCC1)NCC(=O)Nc1ccc(F)cc1 | i | i | i | 21 | i | i | -0.1 | i | i | i | i
CCCN1CN=C(NS(=O)(=O)c2ccc(C)cc2)NC1 | i | i | i | . | i | i | -0.5 | i | i | i | i

Part of the list above with just HIF act and TRPC4 inh.
molecule	HIF act	TRPC4 inh
COc1ccc(-c2csc(NC(=S)NC(=O)c3ccc4ccccc4c3)n2)cc1OC	0.9	i
COc1ccc(-n2nc(C(=O)Nc3ccc4c(c3)OCO4)c3c4ccccc4n(C)c3c2=O)cc1	-37	i

Continued:
SMILES | TRPC4 inh | MrgX1 allo act | PolyA inh | AI-2 QS modul | MrgX1 agonist | TRPC6 activator | HIF act | TRPC4 PAM | TRPC6 inh | TRPC4 act | MrgX1 antag
Cc1cccc(NC(=O)c2ccccc2NC(=O)c2ccco2)c1 | i | i | . | 2 | i | i | -0.4 | i | i | i | i
CC(C)CCn1c(Sc2nc3ccccc3o2)nc2c1c(=O)[nH]c(=O)n2C | i | i | i | -6 | i | i | 0.7 | 17* | i | i | i
CCN(CC)CCCN1CC(=O)N2[C@@H](Cc3c([nH]c4ccccc34)C2(C)C)C1=O | i | i | i | 21 | i | i | -2.0 | i | i | i | i
O=C(C(Cc1ccccc1)n1cccc1)N1CCN(c2ncccn2)CC1 (configuration not stated) | i | i | i | 24 | i | i | -0.1 | i | i | i | i
O=C(CN1C2CCCC1CC(NC(=O)C1CCCCC1)C2)NCc1ccc(F)cc1 (configuration not stated) | i | i | i | -9 | i | i | -0.3 | i | i | i | i
O=C(N/N=C/c1ccc(N2CCOCC2)cc1)c1ccccn1 | i | i | i | -10 | i | i | 0.9 | i | i | i | i
O=C(NC(Cc1c[nH]c2ccccc12)C(=O)N/N=C/c1ccc(Br)cc1)c1cccs1 (configuration not stated) | i | i | i | 38 | i | i | -0.3 | i | i | i | i
Cc1ccc(C)c2nc3sc(C(=O)N4CCOCC4)c(N)c3cc12 | i | i | i | 52 | 31* | 33* | 8.3 | i | -8.7* | 74* | i
Cc1cccc(CC(C)NC(=O)CCc2nnc(CCCCc3ccccc3)o2)n1 (configuration not stated) | i | i | i | 6 | i | i | -0.1 | i | i | i | i
Cc1c(Cl)cccc1NC(=O)Cn1c(-c2ccc(F)cc2)noc1=O | i | i | i | 28 | i | i | -0.6 | i | i | i | i
Cn1c(CCC(=O)OCC(=O)NCc2ccccc2Cl)nc(=O)c2ccccc21 | i | i | i | 27 | i | i | -0.3 | i | i | i | i
Fc1ccc(CNc2nc(-c3ccco3)cc(C(F)(F)F)n2)cc1 | i | i | i | 18 | i | i | -1.2 | i | i | i | i
CCC(=O)Nc1cccc(-c2nnc(-c3cccc(NC(=O)CC)c3)o2)c1 | i | i | i | 4 | i | i | -0.8 | i | i | i | i
CC1C(=O)C(C)C(c2ccccc2F)NC1c1ccccc1F (configuration not stated) | i | i | i | 13 | i | i | 1.5 | i | i | i | i
CCn1cc(/C=C(\NC(=O)c2ccccc2F)C(=O)N2CCCC2)c2ccccc21 | i | i | i | -2 | i | i | -0.2 | i | i | i | i
Cc1ccc(C23CC4CC(CC(C(=O)NC(C)C)(C4)C2)C3)cc1 | i | i | i | 9 | i | i | -1.2 | i | i | i | i
O=C(NCCNC(=O)c1ccc(Cl)cc1Cl)c1ccco1 | i | i | i | 21 | i | i | 0.4 | i | i | i | i
CC1CCCC(NC(=O)CCC(=O)N2CCOc3ccccc32)C1C (configuration not stated) | i | i | i | 44 | i | i | -0.4 | i | i | i | i
COc1ccc2c(c1OC)C(=O)OC2Nc1ncc(Br)cc1Br (configuration not stated) | i | i | i | 7 | i | i | 0.6 | i | i | i | i
COC(=O)[C@@H]1C[C@@]2(O)[C@H](O)[C@H](O)[C@H](O)C[C@H]2N1Cc1ccc(C(C)(C)C)cc1 | i | i | i | -1 | i | i | -0.2 | i | i | i | i
CC1=CC(=NOC(=O)/C=C/c2ccccc2)C=C(C)C1=O | . | i | i | 25 | i | . | -0.8 | . | . | . | i
COc1ccc(S(=O)(=O)NCC(=O)NCc2cc(=O)n(C)c(=O)n2C)cc1C | i | i | i | 28 | i | i | 0.6 | i | i | i | i
CCOC(=O)C1=C(C)N=c2s/c(=C/c3cccc([N+](=O)[O-])c3O)c(=O)n2C1c1ccccc1 (configuration not stated) | i | i | i | 13 | i | i | -0.2 | i | i | i | i
CCn1c(SCCOc2ccc(Cl)cc2)nnc1-c1cccs1 | i | i | i | 30 | i | i | -0.3 | i | i | i | i
O=C(NCc1ccccc1C(F)(F)F)C1CC(c2ccccc2[N+](=O)[O-])=NO1 (configuration not stated) | i | i | i | 12 | i | i | -0.6 | i | i | i | i
The listing continues:
SMILES | TRPC4 inh | MrgX1 allo act | PolyA inh | AI-2 QS modul | MrgX1 agonist | TRPC6 activator | HIF act | TRPC4 PAM | TRPC6 inh | TRPC4 act | MrgX1 antag
CC(=O)COC(=O)C1=NN(c2ccccc2)C(=O)CC1 | i | i | i | -3 | i | i | -0.2 | i | i | i | i
CCN(CCCNC(=O)COc1cc(=O)n(C)c2ccccc12)c1cccc(C)c1 | i | i | i | 26 | i | i | -0.1 | i | i | i | i
COCCN(Cc1ccc(F)cc1)C(=O)c1cc2ccccc2oc1=O | i | i | i | -1 | i | i | -0.9 | i | i | i | i
O=C(CSc1nnc(CNC(=O)c2cccs2)o1)Nc1ccccc1C(F)(F)F | i | i | i | 49 | i | i | 1.1 | i | i | i | i
CCCNC(=O)c1cc2nc(-c3ccccc3)cc(C(F)(F)F)n2n1 | i | i | i | 11 | i | i | 96* | i | i | i | i
COc1ccc(/C=C/C(=O)N2CCN(C)CC2)cc1OC | i | i | i | 8 | i | i | -21 | i | i | i | i
FC(F)(F)c1cccc(NC(=S)Nc2cccc(NC(=S)Nc3cccc(C(F)(F)F)c3)n2)c1 | i | i | i | 61 | i | i | 0.7 | i | i | i | i
CCC(=O)NC(=S)Nc1cccc(NC(=O)c2ccc(Cl)cc2Cl)c1 | i | i | i | 13 | i | i | -0.4 | i | i | i | i
CCOC(=O)C1(Cc2cccc(OC)c2)CCN(C/C=C/c2ccc(OC)cc2)CC1 | i | i | i | 12 | i | i | -0.2 | i | i | i | i
CCCCn1nc(C(=O)NNC(=O)c2ccncc2)c2ccccc2c1=O | i | i | i | 9 | i | i | -0.5 | i | i | i | i
CCS(=O)(=O)N1CCC(C(=O)NCc2cccs2)CC1 | i | i | i | 34 | i | i | 0.6 | i | i | i | i
O=C(O)C1C2C=CC3(O2)C1C(=O)N1c2ccccc2COC13 (configuration not stated) | i | i | i | 8 | i | i | -0.1 | i | i | i | i
CC(=O)N(Cc1ccco1)C1(C(=O)NC2CCCCC2)CCCCC1 | i | i | i | 25 | i | i | -3.1 | i | i | i | i
